Screens from PubChem.
EPAC1 agonist = qHTS for Agonist of cAMP-regulated guanine nucleotide exchange factor 3 (EPAC1): primary screen | Potency, µM (top dose mostly 154 µM), without a hit: at the top dose activation, most hits filed as activators | EPAC1 agonist qHTS, biochemical assay; response scale: 100% = response to 6.5 mM cAMP | 360,000 tested, 0.073% active; note: potency is the fitted concentration of half-maximal effect; nearly all actives have a fitted effect of over 60% in size
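Compounds were pinned as a concentration titration into mixtures of EPAC1 (100 nM), BODIPY-GDP-loaded Rap1B (250 nM) and GDP (50 uM). After 5 min at room temperature, fluorescence was followed for 30 min; activity was scaled to 6.5 mM cAMP.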
EPAC1 antag = qHTS for Antagonist of cAMP-regulated guanine nucleotide exchange factor 3 (EPAC1): primary screen; Rap guanine nucleotide exchange factor 3 (Homo sapiens), O95398; EPAC1 GEF assay, Rap1b-BODIPY-GDP exchange fluorescence; Potency, µM (doses to about 115 µM), for the others: top-dose activity change, negative = inhibition, most hits filed as inhibitors; 360,000 tested, 0.14% active; AID 720709, 2013;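 note: potency is the fitted concentration of half-maximal effect; plate controls were vehicle for no effect and positive control for full effect; nearly all actives have a fitted effect of over 50% in size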
FUS suppressor = qHTS for Suppressors of FUS Proteinopathy: Primary screen using FUS-linked yeast assay; 390,000 tested, 0.24% active; S. cerevisiae FUS-expressing, growth rescue, OD600, 24 h; AID 1347120, 2019; Potency, µM (series often up to 76.6 µM), for the others: top-dose growth rescue (activation), most hits filed as activators;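 note: potency is the fitted concentration of half-maximal effect; plate controls were DMSO vehicle for no effect and reference control for full effect; nearly all actives have a fitted effect of over 55% in size; some results filed as inactive show a strong effect at the top dose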
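Read-out: OD at 600 nm after 24hr at 30C, reporting rescue of FUS-induced yeast toxicity. Cells at OD 0.005 in galactose (2%) minimal medium; compounds tested in a dilution series; CP55940 titration from 92uM final as control.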
PI5P4Ka inh = qHTS for Inhibitors of phosphatidylinositol 5-phosphate 4-kinase (PI5P4K); 330,000 tested, 1.2% active; PI5P4Kalpha enzyme, ADP-Glo luminescence, 60 min; hits give low values; Phosphatidylinositol 5-phosphate 4-kinase type-2 alpha (Homo sapiens), P48426; max response, %; AID 652105, 2013; active = max response of -50% or lower; inconclusive = between -30% and -50%; inactive = -30% or higher; note: value at the top dose of about 77 µM; % is set by controls: 0 for no effect and ±100 for the full control effect
Target sequence (P48426 whole entry, looked up): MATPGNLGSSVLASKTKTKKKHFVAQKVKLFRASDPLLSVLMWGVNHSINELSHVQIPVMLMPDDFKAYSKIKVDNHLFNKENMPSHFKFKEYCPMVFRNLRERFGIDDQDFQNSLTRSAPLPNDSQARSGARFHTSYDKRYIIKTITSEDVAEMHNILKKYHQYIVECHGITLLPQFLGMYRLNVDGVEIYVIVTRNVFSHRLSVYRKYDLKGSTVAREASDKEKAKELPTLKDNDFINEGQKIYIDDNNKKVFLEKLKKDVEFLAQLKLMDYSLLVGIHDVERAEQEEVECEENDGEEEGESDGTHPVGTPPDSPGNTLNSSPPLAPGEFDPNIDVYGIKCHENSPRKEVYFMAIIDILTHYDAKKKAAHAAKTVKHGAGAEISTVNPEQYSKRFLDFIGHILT
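qHTS, 1536-well: enzyme/substrate mix, compound by pin tool, 5 microM ATP final; RT 60 min; ADP-Glo reagents 1 (45 min) then 2 (30 min); luminescence.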
IL2 activator = qHTS of IL-2 Activators; IL-2 activation reporter assay, cell-based qHTS; stimulated with anti-CD3/CD4/CD28 beads; in transgenic mouse T cells; activation, % (series mostly up to about 46 µM); 360,000 tested, 0.065% active; in the data active = activation above about 50%; inconclusive = mostly about 30% to 49%; note: 0% is about no effect
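Screening format: compound pinned onto unstimulated transgenic mouse T cells, 60 min incubation, then anti-CD3/anti-CD4/anti-CD28 bead stimulation for 18 hours at 37 degrees C, followed by EGFP and DsRed detection.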
PLK1 PBD block = qHTS for Inhibitors of PLK1-PDB (polo-like kinase 1 - polo-box domain): Primary Screen; Serine/threonine-protein kinase PLK1 (Homo sapiens), P53350; Plk1 PBD binding of FITC phosphopeptide, fluorescence polarization; Potency, µM, for the others: max response, negative = inhibition, most hits filed as inhibitors; 360,000 tested, 2.8% active; note: potency is the fitted concentration of half-maximal effect; series mostly up to about 57 µM; % is set by controls: 0 for no effect and ±100 for the full control effect; nearly all actives have a fitted effect of over 65% in size
Target sequence (P53350 whole entry, looked up, the tested form may be a part): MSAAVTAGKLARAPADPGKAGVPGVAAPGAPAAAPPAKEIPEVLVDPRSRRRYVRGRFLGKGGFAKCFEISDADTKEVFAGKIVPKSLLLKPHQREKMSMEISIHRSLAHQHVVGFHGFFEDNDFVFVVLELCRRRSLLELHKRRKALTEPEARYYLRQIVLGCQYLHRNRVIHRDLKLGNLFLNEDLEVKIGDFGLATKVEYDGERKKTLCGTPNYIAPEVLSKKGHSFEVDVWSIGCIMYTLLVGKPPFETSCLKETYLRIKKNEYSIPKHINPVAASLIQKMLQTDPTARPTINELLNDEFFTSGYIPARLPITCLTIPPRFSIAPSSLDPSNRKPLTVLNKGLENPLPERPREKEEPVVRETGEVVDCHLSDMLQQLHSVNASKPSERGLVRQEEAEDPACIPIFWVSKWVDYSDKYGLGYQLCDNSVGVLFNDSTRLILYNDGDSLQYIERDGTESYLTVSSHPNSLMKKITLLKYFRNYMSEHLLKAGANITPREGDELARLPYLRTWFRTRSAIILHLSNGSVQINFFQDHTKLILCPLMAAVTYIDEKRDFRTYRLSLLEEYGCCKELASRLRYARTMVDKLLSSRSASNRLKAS
aSyn rescue = qHTS of alpha-syn Inhibitors | Yeast expressing alpha-synuclein, growth rescue, BacTiter-Glo, 24 h | Potency, µM (titrated, usually from 46.1 µM), for inactives: at the highest dose growth rescue (activation), actives largely listed as activators | 370,000 tested, 0.14% active | AID 652106, 2013; note: potency is the fitted concentration of half-maximal effect; % of control where 0% means no effect; nearly all actives have a fitted effect of over 65% in size
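Readout is rescue of growth in alpha-synuclein-expressing yeast, so inhibitors of toxicity appear as activators. Growth after 24 hr at 30 deg C in galactose medium is quantified by luminescence.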
WRN inhibitor = qHTS for Inhibitors of WRN Helicase | Bifunctional 3'-5' exonuclease/ATP-dependent helicase WRN (Homo sapiens), Q14191 | WRN helicase unwinding, fluorescent forked duplex, kinetic | Potency, µM (series often up to 114 µM), without a hit: at the highest dose activity change, negative = inhibition, actives largely listed as inhibitors | 360,000 tested, 0.46% active | AID 651768, 2012; note: potency is the fitted concentration of half-maximal effect; % is set by controls: 0 for no effect and ±100 for the full control effect; nearly all actives have a fitted effect of over 55% in size
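Kinetic fluorescence helicase assay: unwinding of a quenched forked DNA duplex (100 nM final) with 2 mM ATP final raises red fluorescence (525/598 nm). Compounds sat 15 min at room temperature with 20 nM WRN beforehand.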
Abeta yeast res = qHTS for compounds that reverse cellular toxicity of Amyloid beta (A-beta) peptide in yeast: Primary Screen | yeast expressing A-beta42, growth rescue, OD600, 48 h; response scale: 0% DMSO, 100% iron-clioquinol control | Potency, µM (highest dose often 46.1 µM), inactives show at the highest dose growth rescue, most hits filed as activators | 410,000 tested, 0.063% active; note: potency is the fitted concentration of half-maximal effect; nearly all actives have a fitted effect of over 55% in size
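Growth rescue measured by 600 nm absorbance after 48 h yeast culture at 30 C with compound. Values normalized between DMSO and an equimolar ferric chloride plus clioquinol control.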
Numbers without * were called inactive; ? = inconclusive; · = not tested or not shown; & = joins results of further samples; [ ] = remark or other dose. Unless noted, calls come from the whole dose curve; as a rule, active = well fitted curve in the direction sought with a large enough effect; inconclusive = small, poorly fitted or top-dose-only effect, or another doubt; inactive = no such curve, though single readings can be large; an effect the other way counts as inactive or inconclusive.

#	Structure	EPAC1 agonist	EPAC1 antag	FUS suppressor	PI5P4Ka inh	IL2 activator
1	O=C(COc1ccc(Cl)cc1)Nc1ccccc1C(=O)NCc1ccco1	3%	-4%	-6%	·	-2.7
2	COc1ccccc1C(CNC(=O)c1cc(S(=O)(=O)N2CCOCC2)ccc1C)N1CCCC1 (stereo not drawn)	-6%	7%	3%	1	1.7
3	O=C(CN1C(=O)C2CC=CCC2C1=O)Nc1ccc(S(=O)(=O)Nc2nccs2)cc1 (stereo not drawn)	12%	10%	14%	10	-0.4
4	CN(C)CCN1C(=O)c2oc3ccccc3c(=O)c2C1c1cccc(Br)c1 (stereo not drawn)	0%	2%	29%	·	0.3
5	Fc1ccc(-n2cc(-c3ccccc3)c3c(NN4CCOCC4)ncnc32)cc1	-5%	-23%	·	-4	-4.2
6	CC(C)NC(=O)CCc1nnc(Cc2cccc(C(F)(F)F)c2)o1	-2%	-18%	13%	-1	0.2
7	Cc1ccsc1C(=O)OCC(=O)NCc1ccco1	-2%	3%	-9%	-7	-0.8
8	O=C(COc1ccc(Cl)cc1Cl)NN1C(=O)C2C3C=CC([C@@H]2C1=O)C31CC1 (stereo partly drawn)	1%	2%	9%	1	-0.5
9	Cc1cc(=O)[nH]c(SCC(=O)NCc2ccco2)n1	3%	-22%	13%	-22	0.1
10	CCOC(=O)c1cccc(NC(=O)CSc2nnc(CNc3ccc(C)cc3)n2CC)c1	10%	-16%	23%	·	4.4

#	PLK1 PBD block	aSyn rescue	WRN inhibitor	Abeta yeast res
1	-4%	0%	-8%	12%
2	1%	0%	-3%	-7%
3	-4%	-10%	-6%	-5%
4	-2%	9%	-3%	-5%
5	-6%	-1%	-6%	2%
6	-18%	2%	1%	-2%
7	7%	5%	2%	-1%
8	-14%	0%	-6%	?
9	?	-11%	19µM*	-6%
10	-4%	2%	-6%	-4%

Next part.
#	Structure	EPAC1 agonist	EPAC1 antag	FUS suppressor	PI5P4Ka inh	IL2 activator
11	Cc1ccccc1C(=O)Oc1ccccc1C(=O)N1CCOCC1	7%	5%	17%	·	1.0
12	CC1(Cc2ccccc2Cl)C(=O)Nc2cc(-c3ccccc3Cl)ccc21 (stereo not drawn)	8%	-16%	-8%	23	-0.8
13	CCCN1CCN(CCCNC(=O)CN2C(=O)c3cccnc3Oc3ccc(Cl)cc32)CC1	2%	-5%	41%	-10	-1.1
14	O=C(Cn1c(=O)sc2ccccc21)N1CCOCC1	4%	-15%	-22%	·	-0.2
15	Cc1cccc(C(=O)Nc2cccc(C(=O)N3CCOCC3)c2)c1	4%	1%	15%	·	1.1
16	COc1ccc(OCCC(=O)OCC(=O)Nc2ccc(S(=O)(=O)N3CCOCC3)cc2)cc1	-4%	?	1%	3	-2.5
17	COc1ccccc1CNC(=O)c1cc2ccccc2o1	9%	20%	18%	3	-0.7
18	O=C(Nc1cccc2ncccc12)c1ccccc1[N+](=O)[O-]	-3%	8%	8%	1	?
19	CC12CC(O)C3c4ccc(O)cc4CCC3C1CCC2=O (stereo not drawn)	-7%	8%	-24%	7	-4.3
20	CCOc1ccc2nc(N/C(N)=N/C(=S)Nc3ccc(OC)cc3)nc(C)c2c1	7%	?	2%	2	-4.2

#	PLK1 PBD block	aSyn rescue	WRN inhibitor	Abeta yeast res
11	0%	-4%	9%	15%
12	-4%	20%	-5%	5%
13	-11%	-2%	0%	-5%
14	-5%	-2%	-1%	22%
15	3%	1%	0%	3%
16	-9%	-3%	6%	-9%
17	-6%	19%	-19%	-24%
18	0%	-1%	13%	-3%
19	2%	-9%	4%	-11%
20	-8%	-2%	18%	-7%

Further records:
#	Structure	EPAC1 agonist	EPAC1 antag	FUS suppressor	PI5P4Ka inh	IL2 activator
21	C#Cc1ccc(CN2CCCC(C(=O)Nc3ccccc3Oc3cccnc3)C2)cc1 (stereo not drawn)	-9%	-8%	21%	1	-0.4
22	O=C(CSc1nccn1Cc1ccc(F)cc1)NC1CCCC1	1%	14%	-4%&-13%	5	-2.5
23	CCOC(=O)C1=C(N)OC2=C(C(=O)CCC2)C1c1sccc1C (stereo not drawn)	-9%	-9%	15%	-2	2.3
24	O=C(Nc1ccc(Cl)cc1Cl)c1cc2ccccc2o1	-4%	3%	-12%	2	0.7
25	O=C(Nc1ccc(N2CCN(Cc3ccccc3Cl)CC2)cc1)c1cccnc1	-6%	0%	33%	·	-0.6
26	O=C(Cn1c(=O)oc2cc(S(=O)(=O)N3CCCCCC3)ccc21)NC1CCCCC1	-12%	-10%	-22%	1	-0.8
27	O=C(CSc1nc(-c2ccccc2)cc(=O)[nH]1)N1CCOCC1	0%	4%	8%	0	-1.5
28	O=C(CCS(=O)(=O)c1ccccc1)Nc1nncs1	-5%	9%	18%	1	-0.3
29	Cc1ccc(NC(=S)NC(=O)Cc2ccccc2)c(O)c1	-3%	12%	-6%	-2	0.0
30	O=C1CCC(/C=C/c2ccccc2)=NN1Cc1ccc(F)cc1	12%	2%	42%	-3	0.8

#	PLK1 PBD block	aSyn rescue	WRN inhibitor	Abeta yeast res
21	1%	-1%	-1%	13%
22	-2%	4%	-12%	4%&-3%
23	-18%	7%	5%	23%
24	-6%	11%	-18%	4%
25	-2%	5%	0%	-3%
26	-26%	-3%	-10%	6%
27	-2%	0%	-7%[57.1 µM]	23%
28	-3%	3%	-1%	-10%
29	-4%	10%	-1%	29%
30	-20%	1%	-7%	-40%[inhibitor]

The list continues.
#	Structure	EPAC1 agonist	EPAC1 antag	FUS suppressor	PI5P4Ka inh	IL2 activator
31	N#CCOC(=O)c1cc(S(=O)(=O)N2CCCCC2)ccc1N1CCOCC1	-1%	3%	-6%	1	0.4
32	COc1ccc(-c2cc(-c3ccccc3O)[nH]n2)cc1	15%	-2%	21%	13	-0.6
33	Cc1ccc(C(=O)OCC(=O)c2c(N)n(C)c(=O)n(C)c2=O)cc1S(=O)(=O)N1CCOCC1	13%	-5%	20%	1	1.3
34	O=C(CSc1nc(-c2ccco2)cc(C(F)(F)F)n1)NC1CCCCCCC1	1%	6%	5%	-3	-0.1
35	CSCCC(NC(=O)COc1ccccc1)C(=O)OCCOc1ccc(C)cc1 (stereo not drawn)	7%	-9%	-10%	10	-0.1
36	Cc1ccc(OCc2nc3ccccc3n2C(C(=O)NC(C)(C)C)c2ccncc2)cc1 (stereo not drawn)	4%	8%	3%	-3	-0.1
37	Cc1ccc(-c2nc3c(=O)n(C)c4ccccc4c3o2)cc1	6%	-14%	0%	-2	-4.5
38	CCC(CC)C(=O)N(C)c1c(C)nc2c(OCc3ccc(Cl)cc3)cccn12	-10%	?	1%	7	-0.4
39	CCC1CCCCN1C(=O)COc1ccc2c3c(c(=O)oc2c1)CCC3 (stereo not drawn)	-1%	-9%	14%	0	0.2
40	COc1ccc(CCC(=O)Nc2ccc3c(c2)OCO3)cc1	5%	9%	25%	2	0.2

#	PLK1 PBD block	aSyn rescue	WRN inhibitor	Abeta yeast res
31	-3%	-5%	-5%	-7%
32	3%	-16%	-20%	7%
33	-7%	-6%	-5%	2%
34	-7%	1%	9%	1%
35	-4%	-25%	-12%	5%
36	-11%	5%	-1%	8%
37	-6%	?	-1%	-10%
38	-7%	-7%	4%[57.1 µM]	9%
39	0%	2%	-3%	15%
40	-10%	-9%	?	11%

Additional records follow.
#	Structure	EPAC1 agonist	EPAC1 antag	FUS suppressor	PI5P4Ka inh	IL2 activator
41	CC1CCN(C(=O)CC2C(=O)Nc3c2c(=O)n(C)c(=O)n3Cc2ccccc2)CC1 (stereo not drawn)	7%	0%	35%	·	-0.1
42	COc1ccccc1NC(=O)Nc1ccccc1C#N	-1%	-7%	-10%	-1	-0.3
43	Cc1cc(C(=O)Cn2nc(C(=O)O)c3ccccc3c2=O)c(C)n1CCc1ccc(Cl)cc1	2%	-5%	14%	-2	-1.1
44	C[n+]1cccc(C2C(C#N)=C(N)Oc3c2ccc2ccccc32)c1 (stereo not drawn)	5%	-2%	19%	-8	-0.1

#	PLK1 PBD block	aSyn rescue	WRN inhibitor	Abeta yeast res
41	-7%	3%	-20%	6%
42	9%	2%	-3%	6%
43	-6%	6%	-8%	-2%
44	-8%	-2%	28%	-7%
